Screens: PubChem, several laboratories
Rv3671c inh – Rv3671c serine protease inhibitors, primary screen, biochemical, fluorescence polarization, M. tuberculosis H37Rv; P9WHR9; inhibition, % at 5.96 µM; 320,000 compounds, 0.048% hits; in the data active = inhibition above about 38%;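 also: extracellular domain of Rv3671c used as enzyme; 0% = enzyme with DMSO and 100% = no enzyme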
Target sequence (P9WHR9 whole entry, looked up, the tested form may be a part): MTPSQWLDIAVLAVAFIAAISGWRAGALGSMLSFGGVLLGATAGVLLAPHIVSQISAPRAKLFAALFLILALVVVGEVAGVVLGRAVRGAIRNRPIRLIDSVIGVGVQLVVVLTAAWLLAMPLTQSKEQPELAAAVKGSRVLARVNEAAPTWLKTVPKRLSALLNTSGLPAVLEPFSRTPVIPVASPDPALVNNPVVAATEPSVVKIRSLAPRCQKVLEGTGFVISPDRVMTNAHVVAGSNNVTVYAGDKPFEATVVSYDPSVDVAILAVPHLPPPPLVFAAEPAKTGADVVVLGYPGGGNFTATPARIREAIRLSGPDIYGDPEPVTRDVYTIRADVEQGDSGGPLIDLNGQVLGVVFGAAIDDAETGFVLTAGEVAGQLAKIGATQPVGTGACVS
BoNT-F LC inh – BoNT/F light chain protease inhibitors, primary screen, biochemical, flow cytometry, MLPCN library; 360,000 compounds, 0.22% hits; AID 588497, 2011; inhibition, % at 10 µM; Multiplex microsphere protease cleavage assay; Botulinum neurotoxin type F light chain protease (Clostridium botulinum); in the data active = inhibition above about 35%, passing the limit was not always enough; inconclusive = no clear call, values can overlap the other calls; also: plate controls were buffer without enzyme for full effect and enzyme alone for no effect
GDH-TPI counter – GDH-TPI coupling enzyme inhibitors, primary screen, artefact control for M. tuberculosis FBA inhibitor project, biochemical, absorbance, full deck; GDH-TPI coupled enzyme counterscreen, NADH absorbance; inhibition, % at 4.8 µM; 360,000 compounds, 1.2% hits; AID 588335, 2011; in the data active = inhibition above about 30%;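 also: 0% = DMSO wells and 100% = wells lacking the enzyme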
FadD28 binding – inhibitors of FadD28 bisubstrate probe binding, primary screen, biochemical, fluorescence polarization, single point | 360,000 compounds, 0.22% hits | inhibition, % at 12.5 µM | AID 588549, 2011; in the data active = inhibition above about 8.5%, passing the limit was not always enough; inconclusive = no clear call, values can overlap the other calls
Mtb UGM inh – M. tuberculosis UGM enzyme inhibitors, primary screen, biochemical, fluorescence polarization, single point; inhibition, % at 10 µM; 320,000 compounds, 0.06% hits; AID 504406, 2011; purified UGM, fluorescence polarization probe displacement; UDP-galactopyranose mutase (Mycobacterium tuberculosis (strain ATCC 25618 / H37Rv)), …; in the data active = inhibition above about 10%, passing the limit was not always enough; inconclusive = no clear call, values can overlap the other calls
Mtb FBA inh – Mtb FBA enzyme inhibitors, primary screen, biochemical, fluorescence, strain H37Rv; AID 588726, 2011; purified M. tuberculosis FBA, fluorescence read-out; inhibition, % at 1 µM; 360,000 compounds, 2.3% hits; in the data active = inhibition above about 27%;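 also: 0% = vehicle and 100% = reference inhibitor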
Target sequence (P9WQA3 whole entry, looked up): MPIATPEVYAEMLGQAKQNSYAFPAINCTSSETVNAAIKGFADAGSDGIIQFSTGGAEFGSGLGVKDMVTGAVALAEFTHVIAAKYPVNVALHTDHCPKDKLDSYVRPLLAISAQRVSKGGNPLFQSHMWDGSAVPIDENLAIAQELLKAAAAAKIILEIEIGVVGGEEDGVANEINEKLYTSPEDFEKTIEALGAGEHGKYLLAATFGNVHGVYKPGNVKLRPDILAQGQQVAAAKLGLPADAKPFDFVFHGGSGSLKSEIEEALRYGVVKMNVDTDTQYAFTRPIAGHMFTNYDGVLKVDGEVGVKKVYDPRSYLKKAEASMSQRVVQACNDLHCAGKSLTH
PrPC TRFRET – inhibitors of human cell surface prion protein PrPC, primary screen, cell-based, TR-FRET; Major prion protein (Homo sapiens), P04156; TR-FRET read-out; inhibition, % at 13.8 µM; 370,000 compounds, 0.43% hits; AID 720596, 2013; in the data active = inhibition above about 24%; also: 0% = median of the test wells and 100% = reference compound wells
BioA inh – M. tuberculosis BioA enzyme inhibitors, primary screen, biochemical, plate reader, single point, HTS. purified M. tuberculosis BioA enzyme. inhibition, % at 9.99 µM. 360,000 compounds, 0.096% hits. AID 602481, 2012; in the data active = inhibition above about 40%; inconclusive = no clear call, values can overlap the other calls
MazEF act – activators of E. coli MazEF toxin-antitoxin RNase, primary screen, biochemical, fluorescence, uHTS | 350,000 compounds, 0.32% hits | Endoribonuclease toxin MazF (Escherichia coli (strain K12)), P0AE70 | activation, % at 20 µM | FAM/BHQ RNA-DNA oligo cleavage fluorescence, 5 h; in the data active = activation above about 50%
Target sequence (P0AE70 whole entry, looked up): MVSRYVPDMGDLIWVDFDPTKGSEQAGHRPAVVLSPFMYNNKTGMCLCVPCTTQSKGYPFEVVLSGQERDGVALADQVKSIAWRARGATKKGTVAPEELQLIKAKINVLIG
* = called active by the depositor; ? = inconclusive; . = not tested or not shown; & = joins results of further samples.

smiles	BoNT-F LC inh	Rv3671c inh	PrPC TRFRET	GDH-TPI counter	FadD28 binding	Mtb FBA inh	Mtb UGM inh	BioA inh	MazEF act
COc1cccc(/C=N/NC(=O)C[n+]2ccccc2)c1OC	-4	0	8	-1	0.2	-2	-1.3	-1.0	-8
CCC1(CC)Nc2ccccc2C(=O)N1c1ccc(NC(C)=O)cc1	-5	-8	-1	17	-0.6	4	-2.7	5.0	4
COc1ccc(C(=O)N2CCN(c3ccc(C(C)=O)cc3)CC2)cc1S(=O)(=O)N1CCCC1	.	8	-2	21	-2.3	2	-1.0	3.4	3
COc1ccc(C(=O)NCC(O)CN2CCOCC2)cc1[N+](=O)[O-] (stereo not given)	.	-4	-1	5	-2.1	2	1.8	-1.8	-13
CCn1c(CCCOc2ccc(Cl)cc2Cl)nnc1SCC(=O)Nc1cccc(F)c1	-2	-5	4	12	0.7	0	-1.9	-1.6	-26
COCCN(C(=O)CNC(=O)c1cccs1)C(C(=O)NC(C)(C)C)c1ccccc1 (stereo not given)	12	3	6	8	-2.3	-1	-0.9	.	-6
CNC(=S)N/N=C1\CC(c2ccccc2)Oc2ccccc21 (stereo not given)	-1	4	0	5	-5.8	-1	2.4	1.6	18
CC(=O)c1ccc(NC(=O)CCc2c(C)nn(-c3ccc(N4CCOCC4)nn3)c2C)cc1	-3	-9	9	9	-4.2	1	-0.9	3.2	5
Cc1nn(C)c(Sc2ccccn2)c1[N+](=O)[O-]	8	4	8	18	-0.8	0	-0.1	0.7	-24
Cc1cc(C)cc(NC(=O)C2CCCN(S(=O)(=O)c3cnc[nH]3)C2)c1 (stereo not given)	-2	7	-3	2	-3.5	5	1.8	1.2	15
C[C@H](CO)N1C[C@H](C)[C@@H](CN(C)C)Oc2c(NS(=O)(=O)c3cccs3)cccc2C1=O	-3	2	5	-9	1.3	-2	-0.2	12&0.2	6
CC(C)(C)Nc1nc(N2CCCC2)nc(N2CCCC2)n1	2	-4	12	4	-0.2	2	3.3	-0.1	0
CN(C(=O)c1cccs1)C1(C)CCS(=O)(=O)C1 (stereo not given)	0	12	7	-4	-0.4	5	-4.2	1.8	-5
Cn1ccc(NC(=O)c2ccc(Cl)cc2)n1	-8	-4	-2	-3	-1.4	0	9.1	-1.4	6
Cc1ccc(C(=O)N/N=C2/NC(=O)CC(C(=O)Nc3ccccc3)S2)cc1 (stereo not given)	6	11	-4	6	-0.4	3	0.4	-1.0	3
CCOC(=O)C1(C/C(C)=N/NC(N)=O)CC(C)OC1=O (stereo not given)	-8	10	11	-5	-4.1	-1	.	-2.2	-4
NNC(=O)c1ccc(Cl)cc1	-2	-3	12	7	-4.4	-1	3.1	1.3	2
COc1ccc2cc3cc(C(=O)NCCCN4CCc5ccccc5C4)sc3nc2c1	3	-4	-17	6	-6.6	27	.	.	11
CSc1ccc(/C=C/C(=O)OCC(=O)c2ccc[nH]2)cc1	-1	-2	-8	20	0.7	21	1.8	-2.0	-8
COC(=O)CNC(=O)CN1C(=O)N(c2cccc(Cl)c2)C(N(O)C(=O)Nc2cccc(Cl)c2)C1(C)C (stereo not given)	6	-2	2	-10	-10	-4	1.3	.	3

The results go on.
smiles	BoNT-F LC inh	Rv3671c inh	PrPC TRFRET	GDH-TPI counter	FadD28 binding	Mtb FBA inh	Mtb UGM inh	BioA inh	MazEF act
COc1ccc(OCCCC(=O)NCCc2ccc(OC)c(OC)c2)cc1	-2	2	-2	3	2.3	7	-1.8	.	4
O=c1cc(C=NNc2ccccc2)[nH]c(=O)[nH]1	-1	.	-2	22	-3.2	-4	.	.	3
Cc1ccc(N2C(=O)NC(=O)C(CCc3ccccn3)(Cc3ccc(F)cc3)C2=O)cc1 (stereo not given)	-4	0	-1	-1	-1.1	1	-0.3	.	3
COc1cc(/C=C2\C(=N)N3N=C(CC(=O)N4CCOCC4)SC3=NC2=O)cc(OC)c1OC	-9	-4	1	2	0.1	1	0.6	-2.3	0
Oc1cc2ccccc2nc1-c1ccccc1Cl	-8	-4	-1	-5	0.6	7	-0.9	-3.0	3
COCCn1c(C)cc(O)c(C(=O)Nc2cccc(Cl)c2)c1=O	-3	0	5	6	0.0	5	-3.8	-1.5	-1
O=C(Cc1ccccn1)Nc1ccccc1	2	-15	3	6	0.1	0	2.2	2.3	-7
COC(=O)C1=C(C)N(Cc2ccccc2)C(=NCCc2ccccn2)N[C@H]1c1cccc(F)c1	3	0	-22	13	-1.2	5	-0.5	-1.2	-9
CCOC(=O)C1=C(COC(=O)CCOc2ccc(OCC)cc2)NC(=O)NC1C (stereo not given)	-1	-7	-6	13	-0.4	6	-1.9	-9.2	2
COC/C=C/C1=CC2=CC(=O)C(C)(OC(=O)c3cnc4ccccc4n3)C(=O)C2=CN1c1ccc(OC)cc1 (stereo not given)	-41	0	-11	5	0.4	-3	-0.2	-0.7	10
COc1cc(C(C)=O)ccc1OCC(=O)N1CCCC1c1ccc2c(c1)OCCCO2 (stereo not given)	0	.	1	-8	-4.0	-1	.	17	4
CN(c1ccccc1)S(=O)(=O)c1cccc(C(=O)OCC(=O)NCCCN2CCCC2=O)c1	1	2	-2	7	0.7	-1	2.0	1.0	3
COCCCNC(=O)C(CC(N)=O)NC(=O)OCc1ccccc1 (stereo not given)	-3	-7	-1	1	-2.7	0	-0.5	-1.4	2
Cc1ccc(C(=O)Nc2ccc(C(=O)N3CCCCC3)cc2)o1	-11	1	-4	1	0.3	2	-0.4	-1.1	-2
CCOCCCNC(=O)C(NC(=O)c1ccc(NC(C)=O)cc1)c1ccc(Cl)cc1 (stereo not given)	1	-1	-5	-1	-3.4	5	-0.5	.	-6
COc1ccc(NC(=O)c2sc3ncn(CC(=O)N4CCCCC4)c(=O)c3c2C)cc1OC	-12	-2	-7	10	-0.1	2	-1.9	1.4	10
O=C1CC(NS(=O)(=O)c2cc(F)ccc2F)CN1c1cccc(F)c1 (stereo not given)	.	-6	-3	-1	-2.5	-1	1.6	.	7
O=C(NCc1ccccn1)c1cn(-c2ccccc2)nc1-c1ccc(Cl)cc1	-7	-29	-1	-1	-0.2	4	0.9	4.5	-3
CCCN1C(=O)/C(=C/c2c(NCCCOCC)nc3c(C)cccn3c2=O)SC1=S	-8	.	-3	8	-0.7	2	.	-0.5	295*
Cc1ccc(Cl)cc1NC1=C/C(=N\S(=O)(=O)c2cccs2)c2ccccc2C1=O	-10&-16	-132	-1	10&9	-1.2&-0.1	0&-7	-4.0	-1.6&-0.4	-6&13

Just BioA inh, MazEF act and Mtb FBA inh, for some of the entries so far:
Structure,BioA inh,MazEF act,Mtb FBA inh
CCCN1C(=O)/C(=C/c2c(NCCCOCC)nc3c(C)cccn3c2=O)SC1=S,-0.5,295*,2
CNC(=S)N/N=C1\CC(c2ccccc2)Oc2ccccc21 (stereo not given),1.6,18,-1

New compounds follow:
smiles	BoNT-F LC inh	Rv3671c inh	PrPC TRFRET	GDH-TPI counter	FadD28 binding	Mtb FBA inh	Mtb UGM inh	BioA inh	MazEF act
O=S(=O)(NCCc1ccncc1)c1cc(Br)ccc1F	-20	-5	4	0	-0.4	1	4.6	-1.3	3
CCN1C2OC3OC4C(OC3OC2N(CC)S1(=O)=O)N(CC)S(=O)(=O)N4CC (stereo not given)	-1	-3	6	10	-2.2	0	-1.4	-5.4	-3
CC(=O)N1N=C2c3ccccc3CCC2C1c1cccs1 (stereo not given)	4	0	5	9	0.4	-3	3.0	-0.3	8
O=c1ccc(/C=C/c2ccccc2)nn1Cc1ccccc1	?	-4	-7	11	-5.8	25	-1.8	0.8	-4
c1cncc(-c2nc(N3CCOCC3)c3ccccc3n2)c1	0	-3	.	17	0.3	-2	-1.1	-1.2	3
CCOc1ccc2oc(C(=O)N3CC(C)OC(C)C3)c(C)c2c1 (stereo not given)	-5	-12	3	15	-0.1	8	3.7	-1.1	-4
COc1ccc(CNC(=O)c2ccc3c(=O)n(-c4ccccc4)c(=O)[nH]c3c2)cc1	11	-2	.	-2	-2.6	5	-0.2	-1.7	15
COc1ccc(NC2c3ccccc3C(=O)N2Cc2ccccc2Cl)cc1OC (stereo not given)	5	0	9	0	-0.5	2	-2.6	3.7	4
O=C(NNc1c(Cl)cc(Cl)cc1Cl)c1cccc([N+](=O)[O-])c1	-2	12	5	-4	-2.0	-1	2.0	1.8	12
CCOC(=O)N1CCN(C(=O)c2cc3c(-c4cccc(OC)c4)nn(C)c3s2)CC1	-5	-1	21	12	-3.6	1	1.8	-0.3	5
CNc1ncnc2c1ncn2[C@H]1CN(Cc2ccncc2)C[C@@H](CO)O1	-3	.	1	7	-0.5	-2	.	-0.6	.
CCC(CC)c1nnc(NC(=O)CN2C(=O)NC3(CCCC3)C2=O)s1	3	-2	-10	-8	-4.1	-1	-2.3	-0.7	-7
CC(C)C(N)c1csc(Nc2ccc(C(=O)N(C)Cc3ccccc3)cn2)n1 (stereo not given)	-2	.	-5	12	-1.9	1	.	4.2	.
Cc1cc(C)nc(/N=C2\NC(=O)CC(C(=O)O)N2c2ccc(Oc3ccccc3)cc2)n1 (stereo not given)	19	7	-5	6	-4.3	3	2.0	4.7	1
O=C(N/N=C/c1ccc([N+](=O)[O-])o1)c1cccc(S(=O)(=O)N2CCOCC2)c1	-4	2	-11	2	0.9	-4	1.6	.	11
Cc1ccc(S(=O)(=O)NCC(=O)N(CC(=O)NC2CCCCC2)Cc2ccco2)cc1	22	-3	-4	7	-0.8	8	0.6	-1.4	2
O=S(=O)(N1CCCCC1)N1CCN(c2ccccc2F)CC1	-12	-3	4	5	-1.2	3	-0.1	1.1	-5
CC(c1ccccc1)n1c(SCC(=O)Nc2ccccc2)n[nH]c1=O (stereo not given)	11	3	0	1	-0.8	-1	0.0	0.6	-3
CCCOc1cc(CN2CCCCC2)cc(C(C)=O)c1	5	-1	-1	-9	-3.6	7	-0.9	3.0	6
COC(=O)c1sccc1-c1ccc(/C=N/OCc2c(Cl)cccc2Cl)o1	-1	4	5	-1	0.3	0	-1.1	-8.3	0
